Myeloid diff MLP = induction of myeloid progenitor differentiation, primary screen, cell-based, flow cytometry, MLPCN library | ER-HoxA9 myeloid progenitors, lysozyme-GFP differentiation | calls only at 10 µM | 360,000 compounds, 1% hits | AID 624256, 2012;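 active means normalized GFP-positive differentiation at or above the plate's own cutoff, the solvent-only control mean plus 3 SD; inconclusive means no clear call, values can overlap the other calls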;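 further: cells exposed to compound for four days before flow analysis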
human PMI inhibitors = human PMI inhibitors, high substrate, primary screen, biochemical, fluorescence intensity, high mannose 6-phosphate (AID 1220) | recombinant PMI enzyme, coupled fluorescence intensity; higher % means a stronger effect | one-dose inhibition, % at 20 µM; IC50 in µM for titrated hits | 190,000 compounds, 0.66% hits
WT yeast gro inh = growth inhibition of WT strain, primary screen, mitochondrial fusion inhibitor project, WT and mutant strains, chemical genetic; mitochondrial fusion phenotypic screen; 190,000 compounds, 2.1% hits; inhibition, % at 10 µM; in the data active means inhibition above about 58%; tested in S. cerevisiae
RSV CPE inhibition = RSV antiviral activity via CPE protection, HEp-2 cells, primary 10 µM value included (AID 2391) | HEp-2 cells, RSV-induced CPE inhibition; higher % means a stronger effect | 310,000 compounds, 0.13% hits | one-dose CPE inhibition, % at 10 µM; IC50 in µM for titrated hits; in the data active means a potency from the dose series; inconclusive means CPE inhibition mostly from about 23% at the one dose, without a potency; inactive means the rest, 99 in 100 with CPE inhibition below about 21%; further: strong numbers were not always called active
PMI inhibitors = inhibitors of human PMI, primary screen, biochemical, fluorescence intensity, coupled assay (AID 1209) | one-dose inhibition, % at 20 µM; IC50 in µM for titrated hits | 190,000 compounds, 0.42% hits | purified PMI enzyme, coupled fluorescence intensity; higher % means a stronger effect;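 further: plate controls were DMSO vehicle for no effect and wells lacking substrate for full effect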
Siah-1 displacement = Siah-1 peptide-binding antagonists, primary screen, biochemical, fluorescence polarization, rhodamine-plectin, uHTS (AID 1817). 290,000 compounds, 0.02% hits. one-dose displacement, % at 20 µM; IC50 in µM for titrated hits. Siah-1 / rhodamine-plectin peptide fluorescence polarization; higher % means a stronger effect. E3 ubiquitin-protein ligase SIAH1 (Homo sapiens);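 active means displacement of at least 50% at 20 µM, with a fluorescence ratio check between 0.3 and a set limit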;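 further: plate controls were Siah plus tracer with DMSO for no effect and tracer alone without Siah for full effect; strong numbers were not always called active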
Salmonella PhoP GFP = inhibitors of PhoP regulon expression, primary screen, Salmonella Typhimurium, GFP reporter (AID 1863) | S. Typhimurium PhoP-regulated promoter GFP reporter, 4 h; higher % means a stronger effect | one-dose inhibition, % at 50 µM; IC50 in µM for titrated hits | 300,000 compounds, 0.16% hits;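 active means inhibition over 29.93%, a cutoff 3 SD above the screen mean, later confirmed by dose response; inconclusive means inhibition over 29.93% but no dose response follow-up; inactive means inhibition at most 29.93% or unconfirmed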;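 further: 0% = low Mg2+ inducing control and 100% = high Mg2+ repressing control; strong numbers were not always called active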
TNAP activators = human TNAP enzyme activators, primary screen, biochemical, luminescent, no phosphate acceptor, uHTS (AID 1001). Alkaline phosphatase, tissue-nonspecific isozyme (Homo sapiens). purified TNAP, luminescent activation assay, no phosphate acceptor; higher activation fold means a stronger effect. activation fold at 20 µM, or EC50 in µM where a hit was titrated. 200,000 compounds, 0.03% hits; in the data active means activation fold from about 3, or a potency from the dose series; inactive means the rest, 99 in 100 with activation fold below about 1.6; further: many of its hits are not listed in these tables
XIAP displacement = XIAP antagonists, biochemical, IAP family, fluorescence polarization (AID 1018). E3 ubiquitin-protein ligase XIAP (Homo sapiens). XIAP BIR domain, fluorescence polarization peptide displacement; higher % means a stronger effect. one-dose displacement, % at 20 µM; IC50 in µM for titrated hits. 200,000 compounds, 0.007% hits; in the data active means displacement above about 50%; further: a part of the inactive calls stands beside numbers as strong as those of hits
WT yeast gro inh mutant strain = also measured in WT yeast gro inh; calls as there; inhibition, %; mitochondrial fusion phenotypic screen, mutant strain inhibition
Myeloid diff MLP GFP+ MAC1+ % = further read-out of Myeloid diff MLP, marked with its call; GFP+ MAC1+ double positive, %; measured here: differentiation confirmed by MAC1 staining
* = called active by the depositor; i = inactive; u = inconclusive; x = not tested or not shown; + = active, no number. Unless noted, no stated cut-off is given here; in the data, active means inhibition above about 50%; inactive means the rest.

SMILES	Myeloid diff MLP	Myeloid diff MLP GFP+ MAC1+ %	human PMI inhibitors	WT yeast gro inh	WT yeast gro inh mutant strain	RSV CPE inhibition	PMI inhibitors	Siah-1 displacement	Salmonella PhoP GFP	TNAP activators	XIAP displacement
O=C(COC(=O)C12CC3CC(CC(C3)C1)C2)Nc1ccc([N+](=O)[O-])cc1Cl	i	0.7	1%	4	-5	1.2%	10%	10%	8%	1.2	-7.5%
CS(=O)(=O)N(CC(=O)N1CCCCC1)C1CCCCC1	i	1.0	3%	-6	8	1.2%	-3%	4%	2%	1.1	-3.9%
COc1ccc(CCNC(=O)COC(=O)/C=C/c2cc(OC)c(OC)c(OC)c2)cc1OC	i	0.0	0%	-20	10	-0.2%	-12%	0%	3%	1.1	-4.6%
O=C(CNC(=O)c1ccncc1)N/N=C/c1ccccc1[N+](=O)[O-]	i	0.3	-13%	3	3	0.1%	-9%	9%	-3%	1	-4.0%
O=[N+]([O-])c1cc(/C=N/Nc2nc(N3CCOCC3)nc(N3CCOCC3)n2)ccc1Cl	i	0.2	-1%	-4	17	1.8%	1%	1%	-4%	1.1	-7.2%
COc1ccc(S(=O)(=O)N(C)CC(=O)NCCC2=CCCCC2)cc1C	i	3.4	1%	-3	0	3.6%	3%	6%	-10%	1.1	-4.6%
CCc1ccc(CN2CCSCC2)cc1	i	0.9	x	x	x	0.4%	x	5%	-4%	x	x
CC(=O)N1CCN(c2ccc(NC(=O)c3ccc(Cl)cc3)cc2)CC1	i	0.9	x	x	x	-0.9%	x	10%	2%	x	x
CCCCOC(=O)Oc1ccc2c(=O)c(Oc3cccc(C)c3)coc2c1	i	0.9	-13%	9	-3	1.1%	-7%	-2%	-19%	1	33%
Cc1cc(C)cc(NC(=O)CN(C)S(=O)(=O)c2cccc3nsnc23)c1	i	0.8	-1%	3	5	2.3%	-1%	-1%	-10%	1	-3.2%

An excerpt from above in order of formula weight, largest number first.
SMILES	Myeloid diff MLP	Myeloid diff MLP GFP+ MAC1+ %	human PMI inhibitors	WT yeast gro inh	WT yeast gro inh mutant strain	RSV CPE inhibition	PMI inhibitors	Siah-1 displacement	Salmonella PhoP GFP	TNAP activators	XIAP displacement
O=C(COC(=O)C12CC3CC(CC(C3)C1)C2)Nc1ccc([N+](=O)[O-])cc1Cl	i	0.7	1%	4	-5	1.2%	10%	10%	8%	1.2	-7.5%
CCCCOC(=O)Oc1ccc2c(=O)c(Oc3cccc(C)c3)coc2c1	i	0.9	-13%	9	-3	1.1%	-7%	-2%	-19%	1	33%
CCc1ccc(CN2CCSCC2)cc1	i	0.9	x	x	x	0.4%	x	5%	-4%	x	x

New compounds follow:
SMILES	Myeloid diff MLP	Myeloid diff MLP GFP+ MAC1+ %	human PMI inhibitors	WT yeast gro inh	WT yeast gro inh mutant strain	RSV CPE inhibition	PMI inhibitors	Siah-1 displacement	Salmonella PhoP GFP	TNAP activators	XIAP displacement
O=C(NCCc1ccc(S(=O)(=O)N2CCCC2)cc1)c1cccs1	i	1.0	-11%	-4	-7	2.0%	-7%	3%	0%	1	-3.2%
Cc1noc(C)c1COc1cccc(C(=O)NCCc2c[nH]c3ccccc23)c1	i	0.4	-3%	-7	7	1.9%	-1%	-1%	-7%	1.1	-0.4%
Cc1cc(C(=O)Nc2nc(-c3ccccn3)cs2)ccc1[N+](=O)[O-]	i	0.1	-139%	62*	56*	-1.4%	-77%	-9%	1%	1.1	-1.0%
CC(=O)Nc1ccc(-c2cc(-c3ccc(NC(C)=O)cc3)nc(-c3ccc(NC(C)=O)cc3)n2)cc1	i	0.2	0%	6	-1	0.2%	6%	24%	-3%	1.2	-3.7%
O=c1[nH][nH]cc1C=Nc1ccc(Oc2ccccc2)cc1	i	0.3	-3%	3	4	1.2%	-9%	12%	-3%	2.2	-6.3%
COc1ccc(NS(=O)(=O)c2ccc3c(c2)oc(=O)n3C)cc1Cl	i	0.3	x	x	x	3.4%	x	-5%	10%	x	x
CCCCCC(=O)N/N=C/c1ccc([N+](=O)[O-])o1	i	15	20%	1	-3	2.3%	-5%	-2%	-14%	1.1	-22%
Cc1ccc(-c2ccc(SCC(=O)N3CCCc4ccccc43)nn2)cc1	x	x	-3%	34	41	u	10%	0%	-4%	1.2	-4.5%
Cc1ccc(C2=NNC(c3ccc(Cl)cc3)=Nc3ccccc32)o1	i	0.0	-4%	8	20	9.0%	0%	2%	-1%	1.4	-4.5%
Cc1ccc2[nH]c(=O)c(CN(Cc3ccco3)S(=O)(=O)c3c(C)ccc4nsnc34)cc2c1	i	1.6	16%	-4	1	-0.6%	26%	-4%	6%	1.1	-7.6%
COc1cc(NC(=O)CN2CCC(C)CC2)c(C)cc1[N+](=O)[O-]	i	0.8	3%	-1	-6	0.4%	8%	-6%	15%	0.9	-9.9%
COc1ccc(-c2nn(-c3ccccc3)cc2/C=N/NC(=S)NC(C)C)cc1OC	i	0.2	11%	27	-3	5.1%	11%	4%	5%	1.7	-7.1%
O=c1oc2cc(Cl)ccc2n1CSc1nc2ccccc2s1	+	1.5*	11%	36	45	1.0%	15%	-3%	-2%	0.9	-8.4%
COC(=O)c1ccc(Cl)cc1NC(=O)/C=C/c1ccc(C)o1	i	0.4	-23%	-11	-12	2.4%	-12%	1%	-7%	1	-10%
CCN(CC)C(=O)COc1ccc2oc(C)c(C(=O)OC(C)C)c2c1	i	1.0	3%	11	7	5.3%	4%	-2%	15%	1.1	-6.3%
NCCOc1ccccc1Cc1ccccc1	i	0.7	-11%	0	22	-1.5%	-6%	-2%	15%	1.1	-3.2%
CS(=O)(=O)N(CC(=O)NCc1cccnc1)C1CCCCC1	i	0.5	8%	12	-2	-0.4%	10%	0%	16%	1.1	-6.8%
COc1cc(/C=N/NC(N)=O)ccc1OC(=O)c1cccs1	i	0.3	-7%	-4	-1	4.0%	-6%	4%	-1%	1.1	-4.9%
C/C(=N\NC(=O)CNC(=O)c1cccnc1)c1cccc(O)c1	i	1.3	x	x	x	0.3%	x	1%	1%	x	x
COc1cc(/C=N/NC(=O)COc2cc(C)cc(C)c2)ccc1OS(=O)(=O)c1ccc(C)cc1	i	0.5	3%	11	10	5.7%	9%	-2%	2%	0.8	-7.3%
CCOC(=O)N1CCN(C(=O)C2CCCN(S(=O)(=O)c3c(C)cc(C)cc3C)C2)CC1 (stereo not given)	i	0.9	x	x	x	3.0%	x	1%	-2%	x	x
CCOc1cc2c(cc1/C=C1/NC(=O)N(CC(=O)OC)C1=O)OCO2	i	0.5	5%	-8	-33	1.1%	4%	2%	-17%	1.1	-12%
CC(=O)NC1C(OCc2ccccc2)OC(CO)C(OC(C)=O)C1OC(C)=O (stereo not given)	i	0.7	45%	3	-1	1.8%	22%	-1%	-3%	1.1	-31%
C[N+](C)(C)CCCCCC(=O)/C=N/O	i	0.2	19%	-3	9	0.4%	46%	-2%	-2%	1	-0.9%
COc1cc(-c2noc(CCCC(=O)Nc3cccnc3)n2)cc(OC)c1OC	i	0.8	x	x	x	-0.7%	x	8%	6%	x	x
CC1Sc2ccc(S(=O)(=O)N3CCC(C(=O)Nc4cccc(Cl)c4)CC3)cc2NC1=O (stereo not given)	i	2.3	x	x	x	1.3%	x	3%	-5%	x	x
CCOC(=O)c1c(-c2ccc(F)cc2)cn2ccccc12	i	0.5	-2%	0	5	3.2%	4%	-1%	25%	1.1	-1.0%
O=c1[nH]c2c(s1)C(c1ccccc1)C1C3CCC(C3)C1S2 (stereo not given)	i	0.5	6%	31	9	-1.9%	12%	-2%	-1%	1.1	-5.0%
O=C(/C=C/c1ccccc1)C1=C(O)C(=O)N(CCO)C1c1ccccc1[N+](=O)[O-] (stereo not given)	i	0.5	33%	-13	-8	1.8%	-2%	6%	-7%	1	-2.4%
COCCCNC(=O)CCC(=O)NNc1nc2ccccc2c2nc(-c3ccccc3)nn12	i	0.5	15%	-5	0	1.8%	15%	5%	1%	2.3	-2.4%
COc1ccc(C2CC(c3ccccc3Cl)Nc3ncnn32)cc1OC (stereo not given)	i	0.8	-10%	-1	3	2.2%	-2%	4%	-9%	1	-6.1%
O=C(NCCN1C(=O)C2C3C=CC(C3)C2C1=O)Nc1ccccn1 (stereo not given)	i	2.2	-2%	-1	-2	1.6%	2%	4%	x	1.2	-2.4%
CC(C)Oc1cccc(C(=O)NC(=S)Nc2cccnc2)c1	i	0.6	-4%	26	-6	2.7%	10%	4%	0%	0.9	-3.9%
O=C(CCS(=O)(=O)c1ccc(Br)s1)NCc1ccc2c(c1)OCO2	i	1.0	-8%	9	15	-1.1%	0%	2%	1%	1.2	-5.6%
COc1cccc(CC(=O)Nc2ccc(S(=O)(=O)Nc3nc(C)cc(C)n3)cc2)c1	i	0.3	-5%	15	22	2.6%	-6%	5%	-1%	1	-8.6%
CC(CC(=O)Nc1nnc(CC(C)(C)C)s1)c1ccccc1 (stereo not given)	i	0.9	x	x	x	3.1%	x	-4%	-7%	x	x
COC(=O)c1ccc(COc2ccccc2/C=C(\C#N)C(=O)NC(C)C)cc1	i	0.6	4%	8	-3	0.1%	15%	4%	20%	1.1	-0.2%
COC(=O)c1sc(NC(=S)NC(=O)c2ccccc2F)nc1C	i	0.4	-42%	7	13	2.6%	-35%	8%	-2%	1	1.2%
COc1ccc(S(=O)(=O)N2CCCC2)cc1Br	i	0.8	x	x	x	0.9%	x	6%	-4%	x	x
CCC(=O)Nc1c2c(nn1-c1ccc(C)cc1C)CSC2	i	1.4	13%	3	2	2.0%	12%	2%	-9%	1.1	-7.1%
c1ccc(OCc2nnc3n2N=C(c2ccccc2)CS3)cc1	i	0.8	32%	5	20	0.5%	48%	2%	-1%	1.1	-3.2%
c1ccc(SCc2cn3cccnc3n2)nc1	i	0.2	6%	4	3	-1.5%	-6%	-6%	2%	1	-2.2%
CCCc1ncc(CN2CCC(C(=O)Nc3cccc(-c4cscn4)c3)CC2)cn1	i	1.3	x	x	x	11%	x	-2%	5%	x	x
CN(CC(=O)NC1CCCC1)S(=O)(=O)c1cnc[nH]1	i	0.7	6%	-2	-20	-0.3%	0%	8%	3%	1.1	-8.4%
CCn1c(=N)c(C(=O)NCc2cccnc2)cc2c(=O)n3cccc(C)c3nc21	x	x	8%	x	x	x	11%	1%	x	1.1	-4.3%
Cc1cc(NC(=O)CSc2nnc(C)c(=O)[nH]2)no1	i	1.7	10%	7	-2	0.2%	-5%	0%	-10%	1.2	-5.6%
Cc1cc(/C=N/NC(=O)c2ccc(O)cc2)c(C)n1C1CC1	i	0.3	15%	6	5	0.3%	2%	5%	13%	1.1	-1.7%

Assay outcomes: PubChem BioAssay, several laboratories
